NPY Y1 blocker: blocks the human neuropeptide Y Y1 receptor. inhibition, % at 3.6 µM. hit rate 1% among 200,000. HEK293-CNG Y1 cells, membrane potential fluorescence; NPY at EC95, then isoproterenol. P25929. AID 1040;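 active = inhibition above the campaign mean inhibition of all tested compounds plus 3 SD, cut at about 20% in these data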;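 also: 0% = DMSO wells given NPY plus isoproterenol and 100% = isoproterenol alone without NPY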
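Material: Y1- and CNG-channel-expressing HEK293 cells / Probe or stimulus: NPY 25 nM then isoproterenol 1 µM plus Ro 20-1724 25 µM / Doses: 3.6 µM single dose, DMSO 0.4% / Schedule: compound incubation 1 h at room temperature, readout 45 min post-stimulation / Signal: membrane potential fluorescence / Benchmarks: isoproterenol-only wells as full block versus NPY-plus-isoproterenol wells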
NPY2 pot ag: potentiates or activates human NPY-Y2 receptor | AID 1359 | activation, % at 3.6 µM | cells expressing NPY-Y2, potentiator/agonist read-out | hit rate 0.45% among 220,000 | P49146; in the data active = activation above about 27%;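 also: cells stimulated with NPY near EC25 plus isoproterenol at EC100; 0% = vehicle plus submaximal agonist and 100% = vehicle plus saturating agonist; some results beyond the cut were filed as inactive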
Target sequence (P49146 whole entry, looked up): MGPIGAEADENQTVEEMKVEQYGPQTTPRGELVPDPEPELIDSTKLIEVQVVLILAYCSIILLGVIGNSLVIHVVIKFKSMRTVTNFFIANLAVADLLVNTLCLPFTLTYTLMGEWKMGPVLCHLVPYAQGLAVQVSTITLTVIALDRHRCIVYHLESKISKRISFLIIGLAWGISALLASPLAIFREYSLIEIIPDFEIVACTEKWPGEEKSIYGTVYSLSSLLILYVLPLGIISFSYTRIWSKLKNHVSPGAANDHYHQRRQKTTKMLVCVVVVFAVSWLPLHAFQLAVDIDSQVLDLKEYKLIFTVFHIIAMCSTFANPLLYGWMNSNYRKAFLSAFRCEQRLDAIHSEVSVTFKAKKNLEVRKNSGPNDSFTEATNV
EP2 modulator: modulates human prostaglandin E2 receptor EP2 signaling; EP2-expressing cells, cAMP HTRF FRET, PGE2 co-stimulation; induction, % at 25 µM; hit rate 0.83% among 260,000;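 active = compounds whose cAMP rise, as percent of the full-agonist control response, exceeds 60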;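 also: rat C6 glioma line stably carrying human EP2 under a CMV promoter; the protocol text gives 20 µM as final concentration; 100% = response of wells given 1 µM PGE2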
S1P4 ag: agonists of human S1P4 receptor; AID 1509; hit rate 0.35% among 220,000; S1P4-expressing cell line, agonist reporter assay; O95977; activation, % at 4.98 µM; in the data active = activation above about 11%;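 also: 0% = DMSO vehicle and 100% = reference agonist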
Target sequence (O95977 whole entry, looked up): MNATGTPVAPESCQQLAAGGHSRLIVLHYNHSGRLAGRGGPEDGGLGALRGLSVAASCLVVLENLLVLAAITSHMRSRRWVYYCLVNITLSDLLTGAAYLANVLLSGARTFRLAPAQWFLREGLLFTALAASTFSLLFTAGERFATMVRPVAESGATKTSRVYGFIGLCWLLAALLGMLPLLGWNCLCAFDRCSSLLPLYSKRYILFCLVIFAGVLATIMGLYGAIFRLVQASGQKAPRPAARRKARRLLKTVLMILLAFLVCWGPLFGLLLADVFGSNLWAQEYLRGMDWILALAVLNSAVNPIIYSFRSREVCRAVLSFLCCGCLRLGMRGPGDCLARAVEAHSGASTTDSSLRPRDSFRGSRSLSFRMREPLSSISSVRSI
S1P4 antagonist: human S1P4 receptor antagonism; hit rate 0.26% among 220,000; S1P4-expressing cells, antagonist mode, reporter read-out; O95977; inhibition, % at 4.98 µM; in the data active = inhibition above about 29%;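 also: 0% = wells stimulated with agonist and 100% = vehicle wells without agonist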
zfTRPN1 agonist: agonists of zebrafish TRPN1 channel. HEK293 zebrafish TRPN1-YFP, Fluo-8 calcium fluorescence; 100% = response to 87 µM carbachol. activation, % at 3 µM. hit rate 0.18% among 220,000. AID 1424;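 active = activation above its plate's cutoff, the mean activation of test wells on that plate plus 3 SD, cut at about 19% in these data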;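 also: 0% = DMSO alone and 100% = 87 µM carbachol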
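Material: zebrafish TRPN1-YFP in HEK293 cells. Doses: one dose of 3 µM, 0.3% DMSO. Incubation: dye 1 h 37 °C plus 30 min RT. Measured by: intracellular calcium fluorescence with Fluo-8.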
NPY1 pot ag: potentiators or agonists of human neuropeptide Y receptor Y1; NPY-Y1 expressing cells, potentiator/agonist activation; activation, % at 3.6 µM; hit rate 0.37% among 220,000; in the data active = activation above about 33%, passing the limit was not always enough;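 also: cells stimulated with NPY at EC10 then isoproterenol at EC100; 0% = low agonist plus stimulus and 100% = saturating agonist plus stimulus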
CHOP inhibitor: inhibitors of CHOP induction in ER stress response; CHO-K1 CHOP-promoter luciferase, tunicamycin-induced, 15-18 h; inhibition, % at 10 µM; hit rate 3.8% among 220,000;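 active = compounds that reduced the stress-induced luciferase reporter signal by more than about 70% of percent inhibition, limit read from the data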;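 also: 0% = tunicamycin plus vehicle and 100% = wells without tunicamycin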
TRPML3 ag: human mucolipin-3 channel agonism; hit rate 0.29% among 220,000; activation, % at 3 µM; HEK293 TRPML3-YFP, Fluo-8 calcium fluorescence; 100% = the carbachol control signal;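 active = activation above its plate's cutoff, the mean activation of the plate's test wells plus 3 SD, cut at about 12% in these data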;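 also: 0% = DMSO only wells and 100% = carbachol wells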
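Test system: TRPML3-YFP stable HEK293 cells. Doses: single point at 3 µM. Incubation: dye loading 1 h 37 °C then 30 min ambient, 125 s read. Signal: Fluo-8 calcium dye fluorescence, ex 470-495, em 515-575 nm. Measure: percent activation from peak-to-basal fluorescence ratio, scaled between DMSO and carbachol.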
An asterisk follows results filed as active; nt = no result given.

Keys: A = NPY Y1 blocker; B = NPY2 pot ag; C = EP2 modulator; D = S1P4 ag; E = S1P4 antagonist; F = zfTRPN1 agonist; G = NPY1 pot ag; H = CHOP inhibitor; I = TRPML3 ag
1	CNC(=S)N1CCC(n2cnc3ccccc32)CC1
  A: 0.9	B: -0.4	C: 12.5	D: 1.9	E: -14.9	F: 2.4	G: 11.5	H: 7.1	I: 0.8
2	CCn1c(=NC(=O)CSC(C)=O)sc2ccccc21
  A: -7.8	B: 25.9	C: -7.9	D: -3.2	E: 2.4	F: -0.6	G: 23.8	H: 15.5	I: -0.5
3	COCCn1c(CN2CC(C)CC(C)C2)nc2c1c(=O)n(C)c(=O)n2C (configuration not stated)
  A: 1.1	B: 5.9	C: 15.5	D: 0.8	E: -13.3	F: 1.2	G: -6.1	H: 14.7	I: 0.8
4	Clc1cccc2c1CCN(Cc1nc(-c3cnccn3)no1)C2
  A: -0.7	B: 5.8	C: 9.8	D: 1.7	E: -14.2	F: -0.2	G: -7.4	H: 5.7	I: 1.0
5	O=C(CN1CCN(S(=O)(=O)c2cc(Cl)ccc2Cl)CC1)Nc1ccc2c(c1)OCCO2
  A: 10.0	B: -1.5	C: -7.1	D: -0.9	E: -11.2	F: 0.3	G: -10.9	H: -24.4	I: 0.9
6	COc1ccc(OC)c(N(CC(=O)N2CCCC2)S(=O)(=O)c2ccc(OC)c(OC)c2)c1
  A: -3.3	B: -9.7	C: 18.0	D: 1.3	E: 1.4	F: 1.1	G: -11.4	H: 39.9	I: 1.2
7	N#CCc1c(C#N)c(N)nc(N2CCN(Cc3ccc4c(c3)OCO4)CC2)c1C#N
  A: 7.0	B: -2.9	C: -28.6	D: -1.5	E: 1.1	F: 0.0	G: 8.3	H: 9.4	I: 0.5
8	O=C1CC(C(=O)Nc2cccc(Cl)c2)n2ncnc2N1 (configuration not stated)
  A: -4.0	B: -0.8	C: 26.1	D: 3.5	E: -18.7	F: 0.2	G: 10.7	H: -10.3	I: 1.1
9	Cn1cccc1Cc1nnc(SCC(=O)Nc2nccs2)n1CCc1ccccc1
  A: 5.7	B: 5.3	C: 18.7	D: 0.5	E: -29.2	F: -0.5	G: -6.5	H: 18.9	I: -0.3
10	O=C(NCC1CCCO1)c1cc(S(=O)(=O)Nc2ccc(Br)cc2)ccc1Cl (configuration not stated)
  A: -0.7	B: -12.4	C: -9.8	D: -1.4	E: 2.8	F: 2.1	G: 5.5	H: -17.1	I: 0.9
11	Cc1ccc2[nH]c(O)c(N=Nc3nc4ccccc4s3)c2c1
  A: nt	B: 8.0	C: -8.3	D: 1.4	E: -6.2	F: 1.0	G: 34.3	H: 5.7	I: -0.1
12	COc1ccc(OC)c(NC(=O)C2CCN(c3ncccn3)CC2)c1
  A: -2.7	B: 2.8	C: -7.5	D: 0.4	E: -11.5	F: 0.2	G: 7.3	H: 3.3	I: -1.2
13	O=C(Cn1nc(-c2ccc(Cl)cc2)ccc1=O)NCCCN1CCN(Cc2ccccc2)CC1
  A: 10.2	B: -0.1	C: -3.7	D: 2.4	E: -15.0	F: -1.0	G: 4.3	H: 40.8	I: 0.7
14	Cc1ccc(S(=O)(=O)N2CCC(C(=O)N[C@@H](C)C(=O)Nc3ccc4c(c3)OCO4)CC2)cc1
  A: -3.6	B: 6.1	C: -33.0	D: -1.2	E: -5.3	F: -1.3	G: 15.0	H: 41.3	I: -0.1
15	Cc1ncc([N+](=O)[O-])n1CCOC(=O)Nc1ccc([N+](=O)[O-])cc1
  A: -1.8	B: -2.1	C: -8.9	D: 1.7	E: 2.5	F: 1.6	G: -0.3	H: 19.0	I: 0.0

Four entries from above, sorted by count of non-hydrogen atoms, low to high.
Keys: A = NPY Y1 blocker; B = NPY2 pot ag; C = EP2 modulator; D = S1P4 ag; E = S1P4 antagonist; F = zfTRPN1 agonist; G = NPY1 pot ag; H = CHOP inhibitor; I = TRPML3 ag
1	CNC(=S)N1CCC(n2cnc3ccccc32)CC1
  A: 0.9	B: -0.4	C: 12.5	D: 1.9	E: -14.9	F: 2.4	G: 11.5	H: 7.1	I: 0.8
11	Cc1ccc2[nH]c(O)c(N=Nc3nc4ccccc4s3)c2c1
  A: nt	B: 8.0	C: -8.3	D: 1.4	E: -6.2	F: 1.0	G: 34.3	H: 5.7	I: -0.1
12	COc1ccc(OC)c(NC(=O)C2CCN(c3ncccn3)CC2)c1
  A: -2.7	B: 2.8	C: -7.5	D: 0.4	E: -11.5	F: 0.2	G: 7.3	H: 3.3	I: -1.2
5	O=C(CN1CCN(S(=O)(=O)c2cc(Cl)ccc2Cl)CC1)Nc1ccc2c(c1)OCCO2
  A: 10.0	B: -1.5	C: -7.1	D: -0.9	E: -11.2	F: 0.3	G: -10.9	H: -24.4	I: 0.9

Additional entries
Keys: A = NPY Y1 blocker; B = NPY2 pot ag; C = EP2 modulator; D = S1P4 ag; E = S1P4 antagonist; F = zfTRPN1 agonist; G = NPY1 pot ag; H = CHOP inhibitor; I = TRPML3 ag
16	N#Cc1cn(Cc2ccncc2)c(=O)[nH]c1=O
  A: -1.9	B: 8.1	C: -17.9	D: -0.6	E: -5.6	F: -1.2	G: -4.4	H: 1.4	I: -0.2
17	CCOC(=O)c1sc(=S)sc1SCc1cccc(C(F)(F)F)c1
  A: 2.3	B: 3.2	C: 32.1	D: -0.8	E: -15.6	F: -0.6	G: -29.0	H: 46.3	I: 0.8
18	COc1ccc(NC(=O)CSc2nnc(-c3ccccc3Cl)n2Cc2ccco2)c(OC)c1
  A: 1.4	B: -12.2	C: 3.0	D: -2.4	E: -27.6	F: -2.3	G: -9.4	H: 2.7	I: -1.2
19	CC(=O)N1[C@H](Cc2ccccc2)C=C[C@]1(C)C(=O)NCCc1c[nH]c2ccccc12
  A: -0.3	B: -6.1	C: -33.4	D: 0.2	E: -23.9	F: 1.8	G: -14.2	H: 1.4	I: 0.7
20	C=C(C)CNC(=S)N/N=C/c1ccc(N2CCOCC2)cc1
  A: 6.2	B: -0.5	C: -37.7	D: -1.6	E: -7.5	F: 2.5	G: 16.7	H: 4.9	I: 0.8
21	Cc1cc(C)n(-c2cc(N3CCN(C(=O)c4cccc(F)c4)CC3)ccc2[N+](=O)[O-])n1
  A: -4.9	B: 14.6	C: 16.6	D: -1.0	E: -1.1	F: 0.5	G: 5.7	H: -20.5	I: 0.0
22	CC(C)C(=O)Nc1ccc(O)c(-c2csc(N)n2)c1
  A: 2.5	B: -9.8	C: -82.4	D: -0.3	E: -9.7	F: -2.7	G: 4.0	H: 0.4	I: 0.0
23	CC(C)NC(=O)NC(=O)CN1C(=O)NC(Cc2c[nH]c3ccccc23)C1=O (configuration not stated)
  A: 6.5	B: 8.4	C: -0.1	D: 0.3	E: -26.2	F: -0.5	G: 9.0	H: -4.9	I: 0.9
24	COc1ccc(/C=N/NC(=O)C2(O)c3ccccc3-c3ccccc32)cc1
  A: 4.5	B: 3.0	C: -7.4	D: -0.9	E: -13.5	F: 3.3	G: -6.5	H: 0.5	I: 2.9
25	c1ccc(Cn2nnc3c(NCC4CCCO4)ncnc32)cc1 (configuration not stated)
  A: -4.4	B: 3.5	C: -1.1	D: 2.6	E: -0.3	F: 0.5	G: 0.8	H: 6.8	I: 0.7
26	Cc1cccc(NCc2n[nH]c(=S)n2-c2ccccc2)c1
  A: -6.6	B: -2.3	C: 28.8	D: 1.6	E: 5.0	F: -2.9	G: 26.8	H: 13.3	I: 0.9
27	COC(=O)C1=C(Nc2ccccc2NS(=O)(=O)c2ccc(C(F)(F)F)cc2Cl)CSC1
  A: nt	B: -0.1	C: 25.2	D: -0.5	E: 4.2	F: -0.7	G: -6.6	H: 1.7	I: -0.3
28	Cc1nnsc1C(=O)N/N=C/c1cccc(C(F)(F)F)c1
  A: -7.3	B: 0.7	C: -13.2	D: 1.8	E: -20.4	F: 0.7	G: 0.1	H: 35.6	I: 1.3

Screening data as filed in PubChem.
